# Screening data (PubChem)
# Rev-erbA mod: modulators of human Rev-erb alpha DNA binding; P20393; activity, % at 10 µM; 0.79% of 370,000 active; Rev-erbα–FITC-DNA binding, fluorescence polarization, 90 min;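 active = activity above about 14%, limit read from the data; passing the limit was not always enough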;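 also: 0% = DMSO wells with 35 nM protein and 100% = DMSO wells with 750 nM protein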
# ASAP1 inh: inhibitors of human ASAP1 ArfGAP activity | ASAP1-stimulated ARF1 GTP hydrolysis, GDP FP detection | inhibition, % at 16.5 µM | 0.19% of 360,000 active | AID 624377; in the data active = inhibition above about 25%;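 also: 0% = vehicle with enzyme and substrate and 100% = no enzyme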
# UHRF1 binding: human UHRF1 methylated DNA binding inhibitors | Q96T88 | UHRF1 binding to methylated oligo, TR-FRET | inhibition, % at 4.4 µM | 0.75% of 370,000 active | AID 687016; in the data active = inhibition above about 21%;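 also: UHRF1 SRA domain binding a hemimethylated CpG hairpin DNA probe; 0% = median of test compound wells and 100% = reference inhibitor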
# HGIII-sPLA2 inh: Blocks human group III sPLA2 activity; QFRET BODIPY PC-A2 liposome hydrolysis, fluorescence; AID 743126; inhibition, % at 12.2 µM; 0.56% of 370,000 active;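 active = inhibition above mean plus 3 SD of compounds lying within the high and low control bounds, cut at about 19% in these data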;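 also: 0% = median of test compound wells and 100% = no enzyme DMSO wells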
# Tn7 DDE FP: disrupts Tn7 cyclic peptide binding to fibrin D-Dimer-E complex. P02675. FP displacement of FITC-Tn7 peptide from fibrin DD(E); 0% = median of compound wells per plate. inhibition, % at 8.3 µM. 0.13% of 370,000 active;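 active = inhibition above the mean of compounds falling within the control limits plus 3 SD of them, cut at about 14% in these data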;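 also: 0% = plate median of compound wells and 100% = 10 µM Aha-Tn7 peptide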
#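 Assay system: Human fibrin DD(E) protein | Medium: Tris buffer with calcium and detergent, pH 7.8 | Reagent: 0.1 µM fluorescent Tn7 | Compound dosing: Single point at 8.3 µM | Times: 10 min preincubation, 3 h with tracer, room temperature | Detection: Fluorescence polarization of the labelled Tn7 tracer | Controls: Aha-Tn7 high control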
# ARFGAP1 inh: inhibits rat ARF GTPase activating protein 1. Q62848. Arfgap1-stimulated ARF1 GTP hydrolysis, GDP FP detection. inhibition, % at 16.5 µM. 0.26% of 360,000 active. AID 651572;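 active = inhibition above a per-plate limit, mean inhibition of low control wells plus 3 SD, cut at about 25% in these data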;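 also: 0% = DMSO wells with enzyme and 100% = wells lacking Arfgap1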
#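 Assay system: Rat Arfgap1 GAP domain (His6, aa 1-136), purified enzyme | Buffer or medium: HEPES 25 mM pH 7.5, NaCl 150 mM, MgCl2, DTT | Schedule: GTP hydrolysis reaction 2 h at 25 °C | Signal: FP of antibody-bound GDP Alexa 633 tracer, ex 620/em 688 nm | Measure: Percent inhibition of Arfgap1-stimulated GTP hydrolysis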
# PLCg1 inh: blocks human PLC-gamma1 enzyme activity; 0.84% of 370,000 active; inhibition, % at 12.2 µM; purified PLC-gamma1, fluorogenic substrate, fluorescence; AID 720700; in the data active = inhibition above about 9.5%
# PLCb3 inh: inhibitors of human phospholipase C beta3. Q01970. Purified PLC-beta3, fluorogenic substrate, fluorescence. inhibition, % at 12.2 µM. 0.18% of 370,000 active. AID 720704; in the data active = inhibition above about 11%;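 also: 0% = median of compound wells on plate and 100% = full blocker control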
# Target sequence (Q01970 whole entry, looked up): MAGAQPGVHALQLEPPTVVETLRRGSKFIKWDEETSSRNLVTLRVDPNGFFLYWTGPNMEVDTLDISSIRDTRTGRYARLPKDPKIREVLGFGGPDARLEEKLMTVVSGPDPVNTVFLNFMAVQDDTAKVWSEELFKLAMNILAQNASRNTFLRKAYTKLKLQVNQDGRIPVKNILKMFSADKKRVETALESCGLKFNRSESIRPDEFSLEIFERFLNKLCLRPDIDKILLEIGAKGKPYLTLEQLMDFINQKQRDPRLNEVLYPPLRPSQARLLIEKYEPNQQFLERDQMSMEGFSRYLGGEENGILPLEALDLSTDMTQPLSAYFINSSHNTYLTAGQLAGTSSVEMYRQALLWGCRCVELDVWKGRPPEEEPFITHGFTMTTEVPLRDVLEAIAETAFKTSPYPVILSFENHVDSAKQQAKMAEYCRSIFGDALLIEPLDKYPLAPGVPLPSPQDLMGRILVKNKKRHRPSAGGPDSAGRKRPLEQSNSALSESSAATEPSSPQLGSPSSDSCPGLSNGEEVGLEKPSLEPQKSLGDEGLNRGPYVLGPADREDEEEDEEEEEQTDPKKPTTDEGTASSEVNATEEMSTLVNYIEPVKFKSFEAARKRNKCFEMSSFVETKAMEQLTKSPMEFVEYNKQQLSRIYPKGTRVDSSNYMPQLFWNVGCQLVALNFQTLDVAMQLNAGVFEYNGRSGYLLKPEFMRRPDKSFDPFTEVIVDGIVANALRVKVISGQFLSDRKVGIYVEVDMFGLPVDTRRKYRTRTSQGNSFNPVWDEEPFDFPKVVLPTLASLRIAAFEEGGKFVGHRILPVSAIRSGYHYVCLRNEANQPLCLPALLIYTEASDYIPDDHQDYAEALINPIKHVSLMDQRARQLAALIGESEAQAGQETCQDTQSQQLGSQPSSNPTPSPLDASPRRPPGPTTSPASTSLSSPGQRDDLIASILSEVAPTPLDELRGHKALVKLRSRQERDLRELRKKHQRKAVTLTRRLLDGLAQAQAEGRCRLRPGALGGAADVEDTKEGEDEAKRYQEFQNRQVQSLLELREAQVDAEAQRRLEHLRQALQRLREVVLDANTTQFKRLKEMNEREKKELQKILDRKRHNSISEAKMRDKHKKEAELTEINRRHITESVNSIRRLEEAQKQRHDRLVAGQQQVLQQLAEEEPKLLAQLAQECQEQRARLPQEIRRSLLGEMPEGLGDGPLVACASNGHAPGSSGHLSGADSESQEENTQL
# proKLK7 act: activators of human kallikrein-7 zymogen | P49862 | purified proKLK7, EDANS-DABCYL substrate fluorescence; 100% is mature enzyme control, 0% vehicle | activation, % at 7 µM | 0.9% of 370,000 active;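 active = activation above the mean of all tested compounds plus 3 SD, computed per campaign excluding outliers beyond control limits, cut at about 13% in these data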
# Tn6 DDE FP: DD(E)-Tn6 binding inhibition, primary FP screen; Fibrin DD(E) TRITC-Tn6 fluorescence polarization displacement; inhibition, % at 8.3 µM; 0.21% of 370,000 active; AID 720509;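 active = inhibition above a per-campaign cutoff: mean of compounds within control limits plus 3 SD, cut at about 15% in these data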;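 also: 0% = median of all compound wells on the plate and 100% = blocking peptide control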
# Active calls of the source: *; i = inactive; / = no result given.
SMILES,Rev-erbA mod,ASAP1 inh,UHRF1 binding,HGIII-sPLA2 inh,Tn7 DDE FP,ARFGAP1 inh,PLCg1 inh,PLCb3 inh,proKLK7 act,Tn6 DDE FP
CCCOc1ccc(N2C(=O)CC(N3CCOCC3)C2=O)cc1 (centres undefined),0,10,3,10,8,-8,-1,-2,-0.2,6
O=C(Nc1ccc(Cl)cc1)N1CCN(c2ccccc2)CC1,2,-7,0,0,-1,-4,2,3,0.0,-1
CC(C)=N/N=C(\N)SCc1ccccc1,-7,-11,0,-3,7,-9,0,-5,0.1,6
COC(=O)C1(C)NC(c2ccc(O)cc2)C2C(=O)N(c3ccc(C)cc3)C(=O)C21 (centres undefined),-2,2,1,-1,3,-2,6,6,0.1,4
Cc1cc(C(=O)NC2CCCCC2)c(C)n1-c1ccc(F)cc1,3,4,-5,-20,-7,-6,-3,-1,-0.2,-7
COc1ccc(NC(=O)C2Cc3c(-c4ccccc4Oc4ccccc4)ccnc3O2)cn1 (centres undefined),-5,-2,0,-9,5,7,-1,-7,0.3,-8
CCc1ccc2c(c1)C1(NN=C(c3cccc4ccccc34)S1)C(=O)N2 (centres undefined),7,16,-12,18,0,8,-447,i,0.3,-13
O=C(NCc1ccc(F)cc1)Nc1cccc([N+](=O)[O-])c1,0,6,-3,-14,4,-4,1,2,-0.1,-3
COC(=O)C(CO)NC(=O)C1CCCN1C(=O)CNC(=O)OCc1ccccc1 (centres undefined),3,-2,-1,1,1,-19,4,3,-0.1,-4
COc1ccccc1NC(=S)N1CCCC1,4,6,4,5,3,5,1,1,-0.1,-3
CSc1ccccc1C(=O)NC1CCCc2ccccc21 (centres undefined),2,-18,-3,1,5,-3,-1,-10,-0.2,-1
O=C1CCN(Cc2ccccc2)CCN1[C@H](CSc1ccccc1)c1ccccc1,1,8,-6,-3,-4,-2,-4,-7,-0.1,10
Cc1ccc2c(c1)-n1c(nc3ccc(Cl)cc3c1=O)C(CC(C)C)NC2=O (centres undefined),-1,-7,2,3,1,8,2,4,0.2,0
COC[C@@H]1CCCN1c1cccc2c1S(=O)(=O)N(C1CC1)CCCO2,4,/,-4,3,-8,/,-2,-3,-0.2,-4
O=C(Nc1ccc(Cl)cc1)Nc1ccccc1Sc1ncc([N+](=O)[O-])s1,-1,-12,-3,-4,-1,2,-5,-16,-0.8,2
Clc1ccc2c(c1)C1OCCC1C(c1ccco1)N2 (centres undefined),-4,10,-7,-4,2,-5,-94,-120,4.5,-2
COc1ccc(S(=O)(=O)NC(C)C(=O)NCc2cccnc2)cc1Cl (centres undefined),-7,-1,5,1,-2,9,4,1,-0.1,1
O=C(CSc1nnc(-c2ccccn2)n1-c1ccccc1)c1ccc(Cl)c(Cl)c1,0,/,1,-37,-6,/,-2,-2,0.0,10
Cc1nn(-c2ccccc2)c(C)c1/C=N/NC(=O)c1cc(C(C)(C)C)[nH]n1,2,3,-1,-7,1,-4,2,1,0.0,-1
O=C(OCc1ccc([N+](=O)[O-])cc1)c1cc(S(=O)(=O)N2CCCCC2)ccc1N1CCOCC1,1,2,0,-4,0,-4,-2,1,-0.1,3
Cc1ccc(OCCOCCN2CCN(C)CC2)c(C(C)(C)C)c1,-3,-9,-1,-2,-13,-2,-14,-19,-0.6,-4
C=C(C)c1cccc(C(C)(C)NC(=O)Nc2nncs2)c1,-8,12,-1,-6,2,7,2,-6,-0.7,-1
CCCCNC(=O)N1CCN(Cc2ccc(F)cc2)CC1,-7,8,0,-2,6,6,1,1,0.0,3
CC(=NCCCn1ccnc1)c1c(C)[nH]n(-c2ccc([N+](=O)[O-])cc2)c1=O,-2,10,3,-3,-3,-5,-11,-12,0.6,-3
O=C(Nc1ccc(F)cc1)c1cc2ccccc2o1,-6,4,8,8,2,1,1,-5,-0.2,13
# (list continues)
SMILES,Rev-erbA mod,ASAP1 inh,UHRF1 binding,HGIII-sPLA2 inh,Tn7 DDE FP,ARFGAP1 inh,PLCg1 inh,PLCb3 inh,proKLK7 act,Tn6 DDE FP
CCCN1CNc2c(c(=O)[nH]c(=S)n2-c2ccccc2Cl)C1,-3,5,0,8,0,-8,-1,1,0.2,0
CCCCN1C(=O)N(C)C2C1N(C)C(=O)N2CCCC (centres undefined),3,-2,2,3,1,-1,1,3,0.0,-1
Oc1ccccc1NCC(O)Cn1ccc2ccccc21 (centres undefined),3,-9,-2,14,-2,-3,2,-1,0.3,-10
CCOC(=O)C1=C(c2ccccc2)NC(SC)=C(C#N)C1c1cccnc1 (centres undefined),3,-5,2,2,-6,18,-5,0,-0.1,4
c1ccc(Oc2cccc(NC3=NCCC3)c2)cc1,4,0,1,11,4,8,1,0,0.1,5
Cn1c(SCC(N)=O)nnc1C1CCN(C(=O)NC2CCCCC2)CC1,1,-6,-5,4,-4,-5,-1,0,-0.6,2
FC(F)(F)c1nc2ccccc2[nH]1,-3,-10,0,3,-3,-2,3,-5,-0.5,-2
C/[N+]([O-])=C1\Cc2ccccc2C1=O,-3,-3,2,3,-2,13,3,4,0.0,-3
CCc1ccc(C(=O)COC(=O)CNC(=O)Cc2ccccc2)cc1,-3,-1,0,4,8,0,-2,-10,-0.5,-2
CCOc1ccccc1NC(=O)CCS(=O)(=O)c1cccc2nonc12,3,-5,-4,7,1,-9,3,-3,-0.8,-6
CC(C)C(C)NC(=O)CSc1nnc(-c2c[nH]c3ccccc23)o1 (centres undefined),-7,6,1,-6,2,-11,-4,-5,-0.4,-2
Cc1cccc2nc(C(F)(F)F)nc(=O)n12,3,-11,0,6,-1,5,2,4,-0.3,9
Cc1ccc(C(O)c2ncc(-c3ccc(Cl)cc3)[nH]2)c(C)c1 (centres undefined),0,1,1,-12,5,13,0,-1,0.3,2
Cn1c(-c2ccc[nH]c2=O)nc2cc(Cl)ccc21,-3,9,-2,2,7,9,-171,-208,5.2,6
Cc1nnc(NC(=O)C2CCN(S(=O)(=O)c3cc([N+](=O)[O-])ccc3Cl)CC2)o1,-3,-7,3,4,3,8,0,-11,-1.0,-1
COC(=O)C1=COC(C)C2CN3CCc4c([nH]c5cc(OC)c(OC)cc45)C3CC12 (centres undefined),5,-1,3,-30,-1,-13,-243,-330,3.8,-9
C/C=C(\C)C(=O)NCCN1C2=NC[C@@H](Cc3ccccc3)N2C[C@H]1Cc1ccc(O)cc1,3,-2,0,3,6,8,1,-3,-0.9,-5
Cc1cc(NC(=O)CCC(=O)N(CC(C)C)C(C(=O)NC(C)(C)C)c2ccccc2Cl)no1 (centres undefined),4,10,1,5,5,-3,-1,-9,0.6,-1
CC(C)[C@H](NC(=O)OC(C)(C)C)c1nnc(SCc2cccc(F)c2)o1,4,8,1,-3,-3,15,2,4,-0.4,-6
OC(CN1CC=C(/C=C/c2ccc(Br)cc2)CC1)c1ccccc1 (centres undefined),-2,1,0,13,3,8,1,-3,-1.6,6
Cc1noc(C)c1CSCC(=O)N(C)CC(=O)Nc1ccc(Cl)c(Cl)c1,-5,-1,2,-13,-6,8,-2,-7,-0.3,5
CN1C(=O)c2ccc(C(=O)Nc3ccc4c(c3)OCO4)cc2C1=O,-1,10,1,4,-3,-3,1,-2,-0.4,7
Cc1c(-n2cc(C(=O)c3ccccc3O)cc(C#N)c2=O)c(=O)n(-c2ccccc2)n1C,0,2,-4,-5,-2,-5,-1,0,0.3,-2
CC(C)CN(CC(C)C)CC(O)COc1ccccc1Br (centres undefined),-2,-16,-2,-3,3,5,2,2,0.0,2
CN1CCN(C(=O)c2cc3nc(-c4ccccc4)cc(-c4ccccc4)n3n2)CC1,3,0,-1,-4,1,3,i,i,1.0,9

# One compound at a time, from the list above. Values in the order: Rev-erbA mod | ASAP1 inh | UHRF1 binding | HGIII-sPLA2 inh | Tn7 DDE FP | ARFGAP1 inh | PLCg1 inh | PLCb3 inh | proKLK7 act | Tn6 DDE FP
# Entry for C/[N+]([O-])=C1\Cc2ccccc2C1=O = -3 | -3 | 2 | 3 | -2 | 13 | 3 | 4 | 0.0 | -3
# Entry for Cn1c(-c2ccc[nH]c2=O)nc2cc(Cl)ccc21 = -3 | 9 | -2 | 2 | 7 | 9 | -171 | -208 | 5.2 | 6

# Continuation:
SMILES,Rev-erbA mod,ASAP1 inh,UHRF1 binding,HGIII-sPLA2 inh,Tn7 DDE FP,ARFGAP1 inh,PLCg1 inh,PLCb3 inh,proKLK7 act,Tn6 DDE FP
CC(=O)C(Cl)C(=O)Nc1ccccc1 (centres undefined),-4,-4,0,4,4,2,2,3,0.9,2
O=C(COc1cccc(Cl)c1)NNC(=S)Nc1ccccc1,-7,-1,-1,16,-11,13,5,-2,-0.7,6
COC(=O)C(CC(=O)c1ccc(Cl)cc1)c1ccc(C(C)C)cc1 (centres undefined),2,4,-1,2,-3,-10,0,1,0.4,0
CCOc1ccc(NC(=S)N(CCOC)C(C)c2cccnc2)cc1 (centres undefined),-1,-9,-2,6,1,10,4,-5,0.4,-4
Fc1ccc(/C=N/Nc2nn[nH]n2)cc1,1,0,-1,3,5,9,-1,-5,0.0,-4
CCOC(=O)c1[nH]ncc1CN1CCCC(C(=O)c2ccc(C(C)(C)C)cc2)C1 (centres undefined),0,17,2,-9,-2,2,-1,2,-0.3,0
CN1CCN(CCCNC(=O)c2cn(C)c3ccc(S(=O)(=O)N(C)C)cc3c2=O)CC1,-4,16,0,-3,-7,-9,2,3,0.3,1
Cc1ccsc1CN1CCN(c2ccccn2)CC1,-1,3,0,0,9,12,3,7,0.6,-1
CCCCCn1c2c(c(=N)c3ccccc31)CCC2,1,-26,1,0,1,-5,-1,-3,0.0,5
CC(C)COC(=O)N1CCCCC1c1cc(C(=O)NCc2cccnc2)no1 (centres undefined),2,-9,2,-4,3,5,-5,-4,0.4,9
CC(Oc1ccc(Cl)cc1Cl)c1nc(-c2ccccn2)no1 (centres undefined),9,-3,0,-21,3,-4,-4,0,0.0,6
COc1cc(OC)c(OC)cc1/C=C1/C(=O)N=C(N)N1C,-2,8,5,7,-4,14,-5,-7,-0.2,-6
CCCCC(=O)Nc1ccc(NC(=O)c2cccs2)cn1,4,6,4,4,-2,7,-2,2,0.3,-2
CS(=O)(=O)Nc1ccc(Br)cc1C(=O)c1ccccc1,-1,-18,-1,-6,-6,-6,1,0,0.4,-8
N=C1N(/N=C/c2ccccc2)C(=Nc2ccccc2)C(=S)N1c1ccccc1,-1,-1,-12,10,-3,2,-4,-2,-0.4,-8
O=S(=O)(Cc1ccc(Cl)cc1)Nc1ccc(Cl)cn1,0,-7,4,2,3,-1,-6,-12,-0.7,0
O=[N+]([O-])c1cc2c(cc1[N+](=O)[O-])OCCOCCOCCOCCO2,-9,11,2,10,0,3,1,-1,-0.4,-4

# An excerpt from above, showing only proKLK7 act, Rev-erbA mod and Tn7 DDE FP.
compound	proKLK7 act	Rev-erbA mod	Tn7 DDE FP
CCCCCn1c2c(c(=N)c3ccccc31)CCC2	0.0	1	1
CC(C)COC(=O)N1CCCCC1c1cc(C(=O)NCc2cccnc2)no1 (centres undefined)	0.4	2	3
CC(Oc1ccc(Cl)cc1Cl)c1nc(-c2ccccn2)no1 (centres undefined)	0.0	9	3
COc1cc(OC)c(OC)cc1/C=C1/C(=O)N=C(N)N1C	-0.2	-2	-4
CCCCC(=O)Nc1ccc(NC(=O)c2cccs2)cn1	0.3	4	-2
